From PubChem
HCV core dimer = blocks dimerization of HCV core protein | inhibition, % at 5 µM | TR-FRET GST/Flag-core106 dimerization, 1536-well | hit rate 0.33% among 300,000;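 active means inhibition above the mean of all tested compounds plus 3 SD, set per screening campaign, cut at about 45% in these data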
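Assay system – GST-tagged and Flag-tagged HCV core protein residues 1-106 · Quantity – core106 proteins, GST 13.5 nM and Flag 17 nM · Benchmarks – unlabelled core106 and no-GST-core106 wells · Read-out basis – percent inhibition of core106 dimerization signal · Detection – time-resolved FRET, ex 340 nm, em 617 and 671 nm · Schedule – 4 h at 22.5 °C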
procasp7 counter = counter-screen for procaspase-3 activators: activators of human procaspase-7 | P55210 | recombinant procaspase-7, Ac-DEVD-pNA absorbance 405 nm; D23A/D198A/D206A triple mutant, cannot self-cleave; scale: DMSO 0, 5 µM enzyme 100 | activation, % at 8.5 µM | hit rate 0.093% among 330,000;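 active means percent activation above the screen-wide mean plus 3 SD, cut at about 25% in these data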
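buffer or medium = Zinc-free HEPES/NaCl buffer, pH 7.4 | material = Procaspase-7 triple mutant (PC-7 D3A) | input = 2 µM procaspase-7 mutant as dispensed | signal = Epi-absorbance of released pNA at 405 nm, two timepoints | timing = 1 h preincubation, 2 h reaction | replicates = singlicate compound testing | evaluation = % activation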
proCasp3 act = activators of human procaspase-3; P42574; recombinant procaspase-3 D3A, Ac-DEVD-pNA absorbance 405 nm; activation, % at 8.5 µM; hit rate 0.11% among 330,000; AID 463141;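 active means activation above the mean of all tested compounds plus 3 SD, cut at about 21% in these data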;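 further: 0% = DMSO alone and 100% = DMSO wells spiked with extra 5 µM PC-3 D3A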
Target sequence (P42574 whole entry D9A/D28A/D175A): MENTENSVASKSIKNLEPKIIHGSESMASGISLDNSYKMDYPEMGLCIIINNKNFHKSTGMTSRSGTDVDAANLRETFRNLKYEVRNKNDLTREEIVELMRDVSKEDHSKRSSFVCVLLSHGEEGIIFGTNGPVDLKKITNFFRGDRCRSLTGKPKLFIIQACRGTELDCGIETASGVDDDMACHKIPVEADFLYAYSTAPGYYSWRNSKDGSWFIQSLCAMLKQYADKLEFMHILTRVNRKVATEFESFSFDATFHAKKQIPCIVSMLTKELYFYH
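Assay system – Procaspase-3 D3A mutant, all three cleavage aspartates alanine · Controls – DMSO-only low control, 5 µM PC-3 D3A high control · Schedule – 1 h compound preincubation, 2 h substrate hydrolysis at 25 °C · Signal – 405 nm absorbance of p-nitroaniline, reads at 0 and 120 min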
CTSL1 counter = cathepsin L1 inhibition, PFM18AAP counter-screen; recombinant F. hepatica cathepsin L1, Z-Leu-Arg-MCA fluorescence; inhibition, % at 5.96 µM; hit rate 0.49% among 300,000; AID 1906;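 active means inhibition above the mean of all tested compounds plus 3 SD, set per screening campaign, cut at about 17% in these data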;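 further: 0% = plate median of test compound wells and 100% = 1 µM Z-Phe-Ala-diazomethylketone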
JMJD2C inh = human JMJD2C demethylase inhibition; Q9H3R0; GST-JMJD2C(1-420) H3K9me3 demethylation, DELFIA europium; inhibition, % at 2.35 µM; hit rate 0.069% among 330,000; AID 2099;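 active means more than half of a compound's replicate wells show inhibition beyond 50%, single wells judged on their own value; inconclusive means some, but no more than half, of replicates pass 50% inhibition; inactive means no replicate passes 50% inhibition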;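 further: signal counts dimethyl H3K9 product captured on neutravidin plate; 0% = median of DMSO wells and 100% = 0.3 times that DMSO median; strong numbers were not always called active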
Target sequence (Q9H3R0 1-420 limits assumed): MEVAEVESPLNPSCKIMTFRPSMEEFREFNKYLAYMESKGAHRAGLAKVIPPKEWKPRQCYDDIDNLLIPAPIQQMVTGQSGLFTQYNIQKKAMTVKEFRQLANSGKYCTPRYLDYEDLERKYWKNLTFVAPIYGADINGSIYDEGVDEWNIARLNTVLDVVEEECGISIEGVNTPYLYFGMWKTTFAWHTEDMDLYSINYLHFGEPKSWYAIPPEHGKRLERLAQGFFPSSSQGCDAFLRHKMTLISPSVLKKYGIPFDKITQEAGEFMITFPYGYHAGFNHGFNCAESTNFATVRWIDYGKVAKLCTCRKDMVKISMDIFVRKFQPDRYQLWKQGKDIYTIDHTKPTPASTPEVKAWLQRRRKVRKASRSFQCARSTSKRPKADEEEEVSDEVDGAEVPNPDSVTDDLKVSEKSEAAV
PP5 inh = blocks human protein phosphatase 5 activity; AID 1987; P53041; hit rate 0.18% among 320,000; inhibition, % at 6.7 µM; purified PP5c, OMFP substrate fluorescence;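 active means inhibition above the campaign's mean inhibition across all tested compounds plus 3 SD, cut at about 9.5% in these data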;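 further: 0% = DMSO only and 100% = 100 µM cantharidin control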
TPT1 inh = inhibitors of Candida albicans tRNA 2'-phosphotransferase TPT1; recombinant caTPT1, FP RNA substrate dephosphorylation; inhibition, % at 5 µM; hit rate 0.81% among 300,000; AID 1962;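 active means inhibition above the mean of all tested compounds plus 3 SD, set per screening campaign, cut at about 24% in these data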;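 further: plate controls were DMSO alone for no effect and ferristatin control at 100 nM for full effect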
Efflux pump mplx = inhibitors of Candida antifungal efflux pumps expressed in yeast. inhibition, % at 10 µM. S. cerevisiae Candida pump triplex, Nile Red efflux. hit rate 0.44% among 330,000;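 active means plate passing quality check with inhibition over a set limit, or well fluorescence over plate mean plus 4 SD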;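 further: Nile Red retained in pooled yeast measured as flow cytometry median fluorescence; 0% = buffer negative control and 100% = Enniatin B positive control; higher means more Nile Red kept so more efflux inhibition; some compounds called inactive have numbers as strong as hits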
PP1 counter = counter-screen for PP5 inhibitors: inhibitors of human PP1-alpha. P62136. purified PP1alpha, OMFP fluorescence. inhibition, % at 6.7 µM. hit rate 0.9% among 320,000. AID 2235;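 active means inhibition above the mean inhibition of all tested compounds plus 3 SD, computed separately for each screening campaign, cut at about 15% in these data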
Target sequence (P62136 whole entry, looked up): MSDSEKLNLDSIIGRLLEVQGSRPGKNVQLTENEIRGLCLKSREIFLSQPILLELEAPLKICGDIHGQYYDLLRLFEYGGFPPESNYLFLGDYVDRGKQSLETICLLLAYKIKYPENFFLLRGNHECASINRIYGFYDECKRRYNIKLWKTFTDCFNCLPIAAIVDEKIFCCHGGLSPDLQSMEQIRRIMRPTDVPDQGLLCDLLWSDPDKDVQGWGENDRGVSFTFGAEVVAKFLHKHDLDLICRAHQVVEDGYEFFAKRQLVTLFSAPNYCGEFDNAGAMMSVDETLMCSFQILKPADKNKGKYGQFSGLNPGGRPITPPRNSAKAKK
Starred values were filed as active, the others as inactive; ? = inconclusive; · = no result given.

SMILES	HCV core dimer	procasp7 counter	proCasp3 act	CTSL1 counter	JMJD2C inh	PP5 inh	TPT1 inh	Efflux pump mplx	PP1 counter
O=C(CN(C(=O)Cn1nnc(-c2cccs2)n1)c1cnc2ccccc2c1)NCC1CCCO1 (stereo not given)	3.7	-13.1	-8.9	-8.4	-4.5	2.4	1.4	0.0	-4.4
CC(C)(C)NC(=O)c1ccc2c(c1)N(CC(=O)N1CCCCC1)C(=O)C(C)(C)O2	-7.5	-5.3	-3.7	1.2	-5.5	1.6	0.9	0.1	-2.4
COc1cc2c(cc1OC)CN(CC(=O)NC(=O)NC1CCCCC1)CC2	1.5	-6.2	4.4	4.7	13.2	-2.7	-0.5	-0.1	-1.8
CC(OC(=O)c1cccc(S(=O)(=O)N2CCCC2)c1)C(=O)c1ccccc1 (stereo not given)	2.3	-2.1	-6.8	-12.9	14.3	0.9	4.0	0.1	0.6
CC(C)(C)CC(=O)Nc1cccc2c1CCCC2	1.5	-1.2	1.2	0.0	-2.0	0.3	-0.3	0.1	-5.6
CC(CCc1ccccc1)NC(=O)CCNS(=O)(=O)c1ccccc1 (stereo not given)	1.2	-0.4	4.6	-1.3	1.9	-3.8	0.7	0.0	-8.6
CC(=O)Nc1ccccc1NC(=O)COc1cccc2ccccc12	-0.6	7.9	0.8	-1.0	13.9	-1.6	-0.4	-3.4	3.9
ONC(=Nc1ccc(Cl)cc1)c1ccc(Cl)cc1	-2.0	-10.2	-1.8	-11.7	-0.5	3.5	-1.7	0.1	-6.1
O=C(CC1SC(N2CCCCC2)=NC1=O)Nc1cccc(C(=O)NCc2ccccc2)c1 (stereo not given)	·	13.4	8.8	·	0.6	·	·	0.1	·
Cc1cccc(NC(=O)CC2NCCNC2=O)c1 (stereo not given)	-7.1	12.1	-40.9	-1.6	2.1	2.8	0.0	0.0	-1.4
O=C(NC(=S)N1CCCC1)c1ccccc1	-19.1	1.4	1.9	-0.5	14.1	4.6	-0.2	0.0	1.6
COc1ccc(CCNC(=O)c2noc(C)c2[N+](=O)[O-])cc1OC	-0.4	2.5	5.2	-6.2	-29.3	0.0	-3.7	0.1	0.6
Cc1sc(N/N=C/C=C/c2ccccc2)nc1-c1ccccc1	9.2	-8.3	-4.1	2.5	-1.5	0.1	9.2	0.1	0.5
COc1ccc(NC(=O)C2=C(C)C(=O)OC23CCC(C)CC3)c(OC)c1 (stereo not given)	-2.6	6.9	1.2	1.8	-40.5	1.6	4.6	0.1	-3.1
CC1CCCC(NC(=O)CSc2ccc(F)cc2)C1C (stereo not given)	-1.4	4.3	-0.3	-1.4	10.8	-0.6	0.5	0.0	-3.7
Cn1c(=O)c2c(SCc3ccccc3)nc(C3CC3)nc2n(C)c1=O	11.5	8.9	0.4	-3.7	-10.1	-0.6	1.5	-0.1	-2.5
COc1ccc(S(=O)(=O)N2CCOCC2)cc1NC(=O)COC(=O)C1CC1C (stereo not given)	·	-5.6	3.4	·	0.3	0.0	·	0.1	-4.6
C=CCSc1nnc(-c2cc(Br)ccc2N)c(=O)[nH]1	0.1	-2.4	-3.4	-2.2	-0.2	1.7	1.0	0.3	-0.3
COc1cc(CN(C)CCc2ccccc2)ccc1OCc1ccccc1	-0.3	-7.0	-5.5	-1.6	-1.3	5.0	4.0	0.1	6.4
Cc1cc(C)nc(-n2nc(C)cc2NC(=O)C(C)C)n1	-5.0	7.2	-1.8	-0.8	0.6	-2.1	2.3	-0.1	-0.3
CC(C)C[C@H]1CN=C(Nc2ccccc2)N1CC(C)C	-10.4	-8.4	-2.5	-1.5	-5.2	1.9	-0.3	-0.1	1.2
CN1CCN(c2ccc(Cl)cc2NC(=O)/C=C/c2cccc(F)c2)CC1	-2.6	2.6	-0.5	2.2	-36.5	2.8	-2.4	0.0	3.0
CC12CN3CC(C)(CN(C1)C3c1cc3ccccc3[nH]1)C2=O (stereo not given)	-2.9	5.3	2.6	2.8	-2.3	1.5	0.1	-0.1	0.8
COc1ccc(S(=O)(=O)N2CCN(C(=S)NCCc3ccccc3)CC2)cc1	2.2	0.7	-4.3	-0.6	-1.5	4.2	-1.2	-0.1	1.4
CCc1ccccc1NNC(=O)c1snnc1C	-5.1	-13.3	-3.8	4.9	15.1	0.2	-6.4	-0.2	-1.4
CCOc1ccc(-n2cc(C(=O)NC(C)C)c3cc(OC)c(OC)cc3c2=O)cc1	-1.0	-8.0	4.9	-2.7	1.2	-0.1	-4.1	-0.2	1.2
COc1cccc(-n2nnnc2SCC(=O)Nc2ccc(OC)cc2OC)c1	1.9	13.4	0.1	1.9	7.0	3.5	-1.4	-0.1	2.0
COc1ccc(/C=N/NC(=O)c2c(C)nc3ccc(Br)cn23)cc1OC	4.3	7.9	5.0	5.8	9.5	-1.3	-3.8	0.0	-3.7
CCOc1ccc(OCC)c(S(=O)(=O)NCc2cccnc2)c1	0.7	4.5	1.5	-0.7	0.2	-3.6	3.2	0.0	1.6
N#Cc1cc([N+](=O)[O-])ccc1NC(=O)COC(=O)CC1CCCC1	6.6	5.2	0.1	15.7	?	-0.9	-0.2	0.3	-0.5
CC(C)c1ccc(NC(=O)c2ccc(NS(C)(=O)=O)cc2)cc1	1.7	-4.9	1.0	-2.2	-6.4	3.8	-0.4	0.2	0.9
O=C(COC(=O)CCC(=O)c1cccs1)NCc1ccccc1	-2.3	-2.6	3.6	-50.4	-42.4	0.5	-2.1	0.1	-2.1
Cn1c(=O)c2c(nc(Br)n2CCc2ccccc2)n(C)c1=O	7.6	1.7	-1.6	1.9	0.0	-2.9	0.7	-0.1	0.1
COCCn1c(C)cc(C(=O)COC(=O)c2cc3c(s2)CCC3)c1C	78.5*	-0.1	-5.7	2.5	3.6	1.1	3.8	0.0	7.1
COC(=O)CCC(=O)Nc1ccc(OC)cc1	-7.5	-0.4	-0.2	-0.1	8.2	0.9	-2.8	-0.2	1.5
Nc1cc(-c2ccccc2)nn1S(=O)(=O)c1ccc(Br)cc1	5.7	-1.9	4.5	1.7	-8.2	3.2	1.1	0.3	0.3
O=C(NCC1CCCO1)c1ccc2c(c1)N(Cc1ccc(F)cc1Cl)C(=O)CS2 (stereo not given)	-1.7	3.2	4.4	1.8	-0.2	-0.5	-3.1	0.0	0.0
O=C(N/N=C/c1cc(Br)c(O)c([N+](=O)[O-])c1)C(O)(c1ccccc1)c1ccccc1	4.2	5.2	2.1	4.3	1.5	1.2	-1.8	-0.2	1.2
O=C(COc1ccc(Cl)cc1)NCCSCc1cccc(Cl)c1	4.2	3.0	-4.3	-3.7	-14.3	5.3	-2.0	0.1	-2.3
Cc1c(CC(Cl)(Cl)Cl)c2c(n1O)CC(C)(C)CC2=O	-5.4	-10.8	1.1	-1.0	0.7	3.0	-1.8	-0.1	-5.2
N/C(CN1CCCC1=O)=N\OC(=O)c1ccc(Cl)cc1	-5.3	-3.7	9.9	0.1	3.2	-1.6	-1.6	-0.4	1.4
Cc1ccccc1-c1noc(CNC(=O)COc2ccccc2)n1	8.3	2.8	5.5	-3.5	23.9	-1.0	1.6	0.2	-1.4
O=C1c2cccc3cccc(c23)N1Cc1cccc(F)c1	6.2	3.4	4.8	5.5	-35.0	3.9	0.6	0.0	-2.9
COc1ccc(N(CC(=O)O)S(=O)(=O)c2cccnc2)cc1	4.0	-1.7	-4.7	-8.6	-13.5	0.9	0.4	0.0	-2.8
Cc1ccn2c(=O)nc(SCC(=O)N3CCCC3)nc2c1	2.6	0.9	1.3	17.1*	-14.2	0.0	-6.6	-0.1	-3.7
CN(CC(=O)Nc1c(Cl)cccc1Cl)C(=O)CCNS(=O)(=O)c1ccccc1C(F)(F)F	0.9	8.8	5.8	1.7	-3.6	-0.6	0.8	0.2	-2.2
CC(C)c1ccc(NC2CCCN(C(=O)C3=NN(C)C(=O)CC3)C2)cc1 (stereo not given)	4.6	-5.7	-0.3	-5.0	-5.4	-0.2	-3.1	-0.3	-2.3
Cc1cc(NCc2ccccc2Cl)n2nnnc2n1	-0.3	12.0	-5.6	-1.0	7.8	1.1	-0.6	-0.1	0.1
CCCc1nc(SCC(=O)Nc2ccccc2OC)c2c(=O)n(C)c(=O)n(C)c2n1	19.8	5.3	0.9	2.9	1.2	0.1	-3.7	-0.1	1.6
CCc1ccc(OCC(O)CN2CCN(c3ccccn3)CC2)cc1 (stereo not given)	-7.5	-3.7	6.3	0.6	1.2	2.8	1.7	0.2	1.7
C=CCn1c(SCC(=O)N2CCOCC2)nc2sc(C)c(C)c2c1=O	-7.1	-10.2	6.2	0.0	0.1	1.8	1.2	-0.1	2.2
CCOc1ccc2nc(N(CCN(C)C)C(=O)c3cc4ccccc4cc3OC)sc2c1	2.3	4.0	-2.5	1.0	-8.4	0.2	2.1	0.0	1.3
Cc1ccc(S(=O)(=O)N2CCCCC2)c(C)c1NS(C)(=O)=O	-2.6	-0.6	-0.1	-4.0	-3.0	2.5	-4.8	0.0	-1.1
O=c1oc(CCO)cc2ccc(Br)cc12	·	0.2	3.4	·	10.9	·	·	0.3	·
Cc1cccc(-c2noc(C(C)NC(=O)c3ccco3)n2)c1 (stereo not given)	-6.4	-4.8	1.1	-13.8	2.4	-4.1	-1.6	0.4	0.0
CN(Cc1cccnc1)Cc1cn(C)nc1-c1ccc(Oc2ccccc2)cc1	-5.6	2.3	14.5	0.3	1.8	6.4	-2.6	0.0	0.4
COC(=O)Cc1ccc(NC(=S)NCc2ccc(Cl)cc2)cc1	0.7	12.2	3.7	-2.8	2.2	3.2	-1.1	-0.8	1.9
Cc1c(C(=O)Nc2ccc(S(=O)(=O)Nc3ncccn3)cc2)oc2ccc(Cl)cc12	11.7	15.5	-1.9	2.1	-2.6	2.6	-6.1	0.1	-1.6
COc1ccc(NC(=O)CCCNC(=O)Cn2cnc3sc(C)c(C)c3c2=O)cc1Cl	-0.6	1.8	-6.6	-1.6	-0.6	0.2	1.4	-0.2	3.8
O=C(O)c1ccc(Nc2cccc(F)c2)c([N+](=O)[O-])c1	0.1	-9.5	-8.6	1.8	2.0	-0.1	-3.4	-0.1	-3.1

For convenience, 2 of the compounds above:
SMILES	HCV core dimer	procasp7 counter	proCasp3 act	CTSL1 counter	JMJD2C inh	PP5 inh	TPT1 inh	Efflux pump mplx	PP1 counter
O=c1oc(CCO)cc2ccc(Br)cc12	·	0.2	3.4	·	10.9	·	·	0.3	·
Cc1cccc(-c2noc(C(C)NC(=O)c3ccco3)n2)c1 (stereo not given)	-6.4	-4.8	1.1	-13.8	2.4	-4.1	-1.6	0.4	0.0
